# TCR-CD3 inh – human TCR-CD3 binding inhibition | TAMRA-labeled TCR probe fluorescence, biochemical | inhibition, % at 9.4 µM | hit rate 0.37% among 360,000 | AID 651800; in the data active means inhibition above about 19%;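 further: recombinant mutant TCR 2C K166C tagged with TAMRA read by polarization; 0% = receptor in buffer alone and 100% = receptor with positive control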
# DDE Tn7 FP inh – disrupts Tn7 cyclic peptide binding to fibrin D-Dimer-E complex. P02675. inhibition, % at 8.3 µM. FP displacement of FITC-Tn7 peptide from fibrin DD(E); 0% = median of compound wells per plate. hit rate 0.13% among 370,000. AID 720508;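 active means inhibition above the mean of compounds falling within the control limits plus 3 SD of them, cut at about 14% in these data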;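 further: 0% = plate median of compound wells and 100% = 10 µM Aha-Tn7 peptide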
#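 Test system – human fibrin DD(E) · Times – 10 min preincubation, 3 h with tracer, room temperature · Detection – fluorescence polarization of the labelled Tn7 tracer · Measure – percent inhibition normalized to high-control wells · Benchmarks – high control wells with 10 µM unlabelled Aha-Tn7 peptide (full inhibition) · Repeats – singlicate testing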
# TDP2 absorb – blocks human TDP2 phosphodiesterase activity; AID 720702; hit rate 0.34% among 370,000; inhibition, % at 12.8 µM; recombinant TDP2, T5PNP hydrolysis, p-nitrophenol absorbance 415 nm;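 active means inhibition above the mean of all tested compounds plus 3 SD, set per campaign, cut at about 25% in these data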;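 further: 0% = DMSO with enzyme and 100% = buffer with substrate but no TDP2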
# Target sequence (O95551 whole entry, looked up): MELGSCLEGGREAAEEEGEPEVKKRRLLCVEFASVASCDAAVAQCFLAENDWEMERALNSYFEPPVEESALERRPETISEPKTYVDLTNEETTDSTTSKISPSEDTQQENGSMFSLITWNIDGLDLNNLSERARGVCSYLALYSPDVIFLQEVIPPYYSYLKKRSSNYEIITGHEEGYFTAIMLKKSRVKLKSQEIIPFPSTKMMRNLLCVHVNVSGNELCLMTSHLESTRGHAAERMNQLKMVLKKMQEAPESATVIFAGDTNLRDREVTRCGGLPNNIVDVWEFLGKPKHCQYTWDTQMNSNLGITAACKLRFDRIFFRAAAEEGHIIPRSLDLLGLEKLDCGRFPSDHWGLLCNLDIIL
#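 Test system: Human TDP2 enzyme | Reagent: 5 mM T5PNP | Compound dosing: 12.8 µM single point, 1% DMSO | Incubation: Enzyme reaction with compound for 2 h at 37 °C | Technique: p-Nitrophenol epi absorbance | Read-out: % inhibition relative to enzyme-containing and enzyme-free wells | Benchmarks: High control without enzyme, low control DMSO plus TDP2 | Replicates: Singlicate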
# LEDGF integ inh – blocks HIV-1 LEDGF/p75-dependent DNA integration | TR-FRET IN-LEDGF/p75 DNA integration, Eu/Cy5 | inhibition, % at 3.7 µM | hit rate 0.64% among 370,000;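 active means inhibition above the screen-wide mean plus 3 SD, cut at about 13% in these data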;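 further: signal is the Cy5 over europium emission ratio at 671 and 618 nm; 0% = plate median of compound wells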
# PG9 Ab binder – PG9 antibody binding by small molecule; TR-FRET gp120-PG9 antibody binding; inhibition, % at 6.7 µM; hit rate 0.43% among 360,000; AID 624416; in the data active means inhibition above about 8.5%
# HTRA1 inhibitor – HTRA1 (human) protease inhibition; Q92743; recombinant HTRA1, FP-rhodamine activity-based probe, fluorescence polarization; inhibition, % at 5.96 µM; hit rate 0.5% among 340,000; in the data active means inhibition above about 36%;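 further: 0% = enzyme with DMSO and 100% = wells lacking enzyme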
# SIAE primary – inhibitors of human sialic acid acetylesterase SIAE | Q9HAT2 | SIAE FP-Rh probe binding, fluorescence polarization | inhibition, % at 9.66 µM | hit rate 0.69% among 370,000 | AID 1053197;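 active means inhibition above a cutoff: mean of compounds within the control limits plus 3 SD of those, cut at about 17% in these data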;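 further: 0% = plate median of compound wells and 100% = probe without SIAE protein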
# Target sequence (Q9HAT2 whole entry, looked up): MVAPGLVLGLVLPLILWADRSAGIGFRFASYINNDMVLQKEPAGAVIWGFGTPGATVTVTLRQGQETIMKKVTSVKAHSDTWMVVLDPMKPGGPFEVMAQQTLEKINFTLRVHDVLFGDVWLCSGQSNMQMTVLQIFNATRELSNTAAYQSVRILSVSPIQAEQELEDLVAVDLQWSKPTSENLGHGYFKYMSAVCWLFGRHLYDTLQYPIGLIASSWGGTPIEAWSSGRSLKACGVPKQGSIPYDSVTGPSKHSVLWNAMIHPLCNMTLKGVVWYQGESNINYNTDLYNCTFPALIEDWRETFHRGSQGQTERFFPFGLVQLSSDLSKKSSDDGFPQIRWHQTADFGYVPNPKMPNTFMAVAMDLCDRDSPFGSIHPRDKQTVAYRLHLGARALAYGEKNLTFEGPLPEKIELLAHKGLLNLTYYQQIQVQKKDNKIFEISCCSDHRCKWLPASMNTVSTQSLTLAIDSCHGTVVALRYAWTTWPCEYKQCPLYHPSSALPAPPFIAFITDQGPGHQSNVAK
# mABHD4 FP – inhibitors of mouse ABHD4; Q8VD66; purified mABHD4, FP-Rh probe fluorescence polarization; inhibition, % at 8.92 µM; hit rate 0.54% among 370,000;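 active means inhibition exceeding the mean over every tested compound plus 3 SD, cut at about 30% in these data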;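 further: 0% = plate median of compound wells and 100% = S159A mutant with DMSO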
#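 Test system: mABHD4 protein | Buffer or medium: HEPES pH 7.0 buffer, 150 mM NaCl, 0.01% Pluronic F-127 | Probe or stimulus: FP-Rh fluorescent activity-based probe, added after compound pre-incubation | Timing: Pre-incubation 45 min, probe exposure 60 min, at 25 °C | Technique: Fluorescence polarization, excitation 525 nm, emission 598 nm, BODIPY TMR filters | Repeats: Single well per compound (singlicate)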
# PRMT1 inh – blocks human protein arginine methyltransferase 1 | Q99873 | recombinant PRMT1, activity-based probe fluorescence polarization | inhibition, % at 2.79 µM | hit rate 1.3% among 370,000 | AID 652257;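 active means inhibition above about 21% made by adding two undisclosed values, limit read from the data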
# UHRF1 MBD2 ctr – blocks human UHRF1 binding to methylated DNA; Q96T88; UHRF1 binding to methylated oligo, TR-FRET; inhibition, % at 4.4 µM; hit rate 0.75% among 370,000; AID 687016; in the data active means inhibition above about 21%;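 further: UHRF1 SRA domain binding a hemimethylated CpG hairpin DNA probe; 0% = median of test compound wells and 100% = reference inhibitor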
# Numbers without * were called inactive; . = not tested or not shown. Rows are unselected; overall some 4.2% were active at least once.
no.	SMILES	DDE Tn7 FP inh	TDP2 absorb	SIAE primary	PRMT1 inh	PG9 Ab binder	mABHD4 FP	UHRF1 MBD2 ctr	LEDGF integ inh	HTRA1 inhibitor	TCR-CD3 inh
1	CCN1C(=O)C(=O)N(CC(=O)Nc2ccccc2Oc2ccccc2)C1=O	-2	1	4	3	2.3	4	2	-4	-10	-1
2	O=C(OCCN1CCCCC1)c1c[nH]c2ccccc12	2	-10	-9	2	-1.8	-6	0	-3	4	5
3	COc1cc(Br)c(CC2c3cc(OC)c(OC)cc3CCN2C)cc1OC (configuration not stated)	1	-1	4	0	-0.2	4	-1	-1	4	-1
4	O=C(Nc1ccccc1)NC1CCCc2ccccc21 (configuration not stated)	2	-4	-5	1	-1.6	-4	3	0	-7	-5
5	COc1ccc(-n2nc(C(=O)NCC(=O)N3CCN(c4ccccc4)CC3)c3ccccc3c2=O)cc1OC	4	-1	8	-3	-1.4	-1	0	3	-1	2
6	Cc1ccccc1Nc1nc(Nc2ccccc2C)nc(SC2=NCCS2)n1	-3	7	-9	-2	-1.3	-41	-2	1	-44	5
7	O=S(=O)(Nc1ccc(-c2nc3cccnc3s2)cc1)c1ccccc1F	-7	10	-8	-5	0.2	-10	0	2	-12	2
8	CCOC(=O)c1c(NC(=O)c2cccs2)sc2c1CCN(C(=O)OCC)C2	-9	-4	-11	-1	-1.2	0	3	1	-14	-3
9	CCN(CC)CCSc1nc(O)c(-c2ccccc2)c(=O)[nH]1	0	6	6	2	-0.4	1	0	3	0	6
10	Cc1cccc(N(C)S(=O)(=O)c2ccc3c(c2)CCC(=O)N3)c1	2	-2	-2	1	0.3	-11	2	2	3	-2
11	Cc1ccc(C)n1-c1sc2c(c1C#N)CCCC2	1	4	-4	2	0.2	1	-1	2	-8	1
12	Cc1ccc(S(=O)(=O)NCC(=O)OC(C)C(=O)Nc2ncc(Cl)cc2Cl)cc1 (configuration not stated)	3	-2	0	2	1.5	-2	-1	3	-2	1
13	O=C(COc1cccc(F)c1)Nc1nc(-c2cccnc2)cs1	5	2	2	3	-1.9	-3	0	1	-4	11
14	FC(F)(F)c1cccc(CN2CCC(c3cc(-c4cccs4)n[nH]3)CC2)c1	-4	0	-4	-1	-1.4	-3	-4	6	-32	-1
15	O=C(N/C(=C/C=C/c1ccccc1)C(=O)N1CCOCC1)c1ccccc1Cl	3	5	-3	3	-3.6	-6	-1	-2	-10	-3
16	C#CCNC(=O)C1=C[C@@H](C2CCCCC2)C[C@@H](OCc2ccc(CO)cc2)O1	-3	-3	-4	0	-1.7	-7	2	-1	-35	11
17	O=C(COC(=O)Cn1cnc2ccccc21)Nc1ccc(Br)cc1	4	3	-4	-4	-2.2	3	1	3	2	1
18	COc1ccc(/C=C/C(=O)c2ccc([N+](=O)[O-])o2)cc1	6	10	6	-1	-0.4	2	-2	0	3	-3
19	O=C(c1ccc(F)cc1)N1CCCC(C(=O)N2CCCCC2)C1 (configuration not stated)	-1	7	3	2	-1.4	1	-3	-2	2	2
20	COc1ccc(-c2cc(C(=O)Nc3cc(S(=O)(=O)N4CCOCC4)ccc3N3CCOCC3)c3ccccc3n2)cc1	-4	-2	-9	-1	-1.8	3	0	2	-26	0
21	CC1(C)CC(=O)c2cc(OCC(=O)NCCN3CCCc4ccccc43)ccc2O1	2	-5	-1	1	-1.7	4	2	2	2	0
22	CN(C(=O)C1CC1)c1ccccc1	2	5	2	2	0.5	-2	1	-3	10	4
23	Cc1cc(C)nc(SC2c3cccc4cccc(c34)C2NS(=O)(=O)c2ccccc2)n1 (configuration not stated)	2	-4	-21	0	0.1	-28	-1	0	-62	6
24	COc1ccc(NC(=O)Cn2c3ccccc3c3nc4n(c(=O)c32)CCS4)cc1	2	12	-11	0	3.2	1	-3	1	3	3
25	CC(=O)N(c1ccc2oc(=O)sc2c1)S(=O)(=O)c1ccc(C(=O)O)cc1	4	4	-13	91*	-0.8	20	-1	-3	8	5
26	O=C(O)c1nn(CCOc2ccccc2F)c(=O)c2ccccc12	-6	-10	-1	0	-2.3	-3	-4	3	-4	3
27	Cn1c(/N=C/c2cc(Cl)ccc2O)nc2ccccc21	1	-8	4	-2	0.1	-2	-1	-1	.	7
28	Cc1cc(C(F)(F)F)c2c(N)c(C(=O)NC3CC3)sc2n1	7	-11	-2	2	-5.4	0	1	-7	1	-4
29	CSc1nc(NNC=O)cc(Oc2ccc(NC(C)=O)cc2)n1	4	0	2	-2	-0.3	-4	-3	1	2	-6
30	O=C(CSc1ccc(-c2ccco2)nn1)N1CCCCCC1	-1	-2	2	7	-1.1	2	-1	5	4	9

# More structures follow.
no.	SMILES	DDE Tn7 FP inh	TDP2 absorb	SIAE primary	PRMT1 inh	PG9 Ab binder	mABHD4 FP	UHRF1 MBD2 ctr	LEDGF integ inh	HTRA1 inhibitor	TCR-CD3 inh
31	O=C1[C@H]2[C@@H](c3ccc(F)cc3)N3C(=O)N(c4cccc(Cl)c4)C(=O)[C@@]3(Cc3ccccc3)[C@H]2C(=O)N1C1CCCCC1	9	3	-16	1	-0.3	0	0	0	-24	-3
32	CCCn1c(=N)c(C(=O)NCc2ccc3c(c2)OCO3)cc2c(=O)n3cccc(C)c3nc21	2	6	10	0	-0.7	7	-2	2	-1	-4
33	COc1cc(C(=O)C(=O)N2CCN(c3ccccc3)CC2)cc2ccccc12	-7	-8	-3	-3	-0.9	-21	0	7	.	-3
34	C=CCNC(=O)c1ccsc1N	9	-2	8	27*	-0.1	21	-4	-2	.	16
35	C[C@@H]1CCN(C2CC2)S(=O)(=O)c2c(cccc2N2CCC[C@H]2CO)O1	-2	-10	-2	-9	.	1	-1	5	.	.
36	COc1ccc(CN2C(=O)c3cccc4cccc(c34)C2=O)cc1	5	-8	4	2	-0.2	-2	-3	-7	0	-3
37	Nc1cc2c(cc1C(=O)c1cccc(Br)c1)OCCO2	0	4	8	-2	-1.0	5	-1	-1	4	4
38	COc1ccc(OCC(=O)OC(C)CN2CCOCC2)cc1 (configuration not stated)	2	-6	2	-2	-1.0	7	-4	-7	0	12
39	O=C(CCl)N1c2ccccc2CCc2ccccc21	-1	-7	2	0	-1.4	-9	0	4	2	3
40	COc1ccc(NC(=O)CCCn2nc(C)c3c(C)n(-c4ccccc4)nc3c2=O)cc1OC	6	1	1	0	0.4	4	1	1	-1	9

# Entries shown so far that have fluorine, in the order listed:
no.	SMILES	DDE Tn7 FP inh	TDP2 absorb	SIAE primary	PRMT1 inh	PG9 Ab binder	mABHD4 FP	UHRF1 MBD2 ctr	LEDGF integ inh	HTRA1 inhibitor	TCR-CD3 inh
7	O=S(=O)(Nc1ccc(-c2nc3cccnc3s2)cc1)c1ccccc1F	-7	10	-8	-5	0.2	-10	0	2	-12	2
13	O=C(COc1cccc(F)c1)Nc1nc(-c2cccnc2)cs1	5	2	2	3	-1.9	-3	0	1	-4	11
14	FC(F)(F)c1cccc(CN2CCC(c3cc(-c4cccs4)n[nH]3)CC2)c1	-4	0	-4	-1	-1.4	-3	-4	6	-32	-1
19	O=C(c1ccc(F)cc1)N1CCCC(C(=O)N2CCCCC2)C1 (configuration not stated)	-1	7	3	2	-1.4	1	-3	-2	2	2
26	O=C(O)c1nn(CCOc2ccccc2F)c(=O)c2ccccc12	-6	-10	-1	0	-2.3	-3	-4	3	-4	3
28	Cc1cc(C(F)(F)F)c2c(N)c(C(=O)NC3CC3)sc2n1	7	-11	-2	2	-5.4	0	1	-7	1	-4
31	O=C1[C@H]2[C@@H](c3ccc(F)cc3)N3C(=O)N(c4cccc(Cl)c4)C(=O)[C@@]3(Cc3ccccc3)[C@H]2C(=O)N1C1CCCCC1	9	3	-16	1	-0.3	0	0	0	-24	-3

# Screens (PubChem)
